ERK EGF block – inhibitors of EGF-stimulated ERK signaling pathway | HEK293-V1b, EGF-stimulated phospho-ERK AlphaScreen | Potency, µM (titrated, usually from 11.5 µM), without a hit: at the top dose activity change, negative = inhibition, usual class: inhibitors | actives 0.41% (n = 130,000); active means well fitted inhibition curve with a large enough effect; inconclusive means small, poorly fitted or top-dose-only effect, or effect the other way;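 further: plate controls were stimulated vehicle wells for no effect and unstimulated vehicle basal for full effect; nearly all actives have a fitted effect of over 55% in size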
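EGF-stimulated (25 nM, 5 min) phospho-ERK in HEK293 cells stably expressing V1b, cells pretreated 30 min with compound at 37C. Homogeneous AlphaScreen read on lysates.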
* hit, by the source's call; ? = inconclusive; & = joins results of further samples; [ ] = another dose, or the depositor's remark. Potency means the concentration at half of the fitted maximal effect. Not all compounds are listed; rates above refer to the full screens.

SMILES	ERK EGF block
COc1cccc(-n2c(Cc3cc(=O)[nH]c(=O)[nH]3)nnc2SCc2cccc(C(F)(F)F)c2)c1	-5%
O=C(CNC(=O)c1cccc(F)c1)N/N=C/c1ccc(O)c([N+](=O)[O-])c1	1%
COC(=O)c1ccc(NC(=O)COc2ccc(S(=O)(=O)NC(C)(C)C)cc2)cc1	3%
O[C@H]1COC2C1OC[C@@H]2O (stereo partly drawn)	-10%[57.5 µM]
CC(=O)c1ccc(-c2ccc([C@H]3[C@H]4C=CC[C@@H](C)[C@@H]4C(=O)N3Cc3ccccc3)c(F)c2)cc1	3%[57.5 µM]
O=C(c1ccncc1)N1N=C(C2CC2)CC1(O)C(F)(F)F (stereo not drawn)	-4%[57.5 µM]
Cn1c(N)c(C(=O)CSc2nc3ccccc3c(=O)n2Cc2ccccc2)c(=O)n(C)c1=O	4%[57.5 µM]
c1ccc(-c2cc3c(N4CCCCC4)ncnc3s2)cc1	?
COc1cc([N+](=O)[O-])ccc1-c1ccc(C(=O)Nc2ccc(NC(C)=O)cc2)o1	1%
Cn1c(=O)c2c(nc(N/N=C/c3cccnc3)n2Cc2ccccc2)n(C)c1=O	-2%[57.5 µM]
CC[n+]1c(/C=C2/C=C(C)CC(C)C2)sc2ccccc21 (stereo not drawn)	1%
CC(=O)c1cccc(NC(=O)CC2S/C(=N/N=C/c3cccs3)NC2=O)c1 (stereo not drawn)	0%
COc1ccc(OCC(O)CN2C(=O)NC(C)(C)C2=O)cc1 (stereo not drawn)	?
COC(=O)C(Cc1c[nH]c2ccccc12)NC(C)=O (stereo not drawn)	6%
Cc1cc(C)c(NC(=O)c2cn3c4c(c(N5CCN(C)CC5)c(F)cc4c2=O)OCC3C)c(C)c1 (stereo not drawn)	6%
COc1cccc(C(=O)NC(=O)Nc2cc(C)[nH]n2)c1	-10%[57.5 µM]
O=C1C2C3C=CC(C4CC34)C2C(=O)N1Cc1ccccc1 (stereo not drawn)	5%
Cc1ccc(C)c(NC(=S)NCC(c2ccccc2)N(C)C)c1 (stereo not drawn)	2%
CCOC(=O)Cc1csc(Nc2ccc(Cl)cc2)n1	-8%
CN=c1scc(-c2ccccc2Br)n1/N=C/c1ccc[nH]1	?
C#CCNC(=O)C1=C[C@H](C2CCCCC2)C[C@H](OCc2ccc(CO)cc2)O1	7%[57.5 µM]
CCOc1ccc(C(=O)CC(NCc2cccs2)C(=O)O)cc1 (stereo not drawn)	1%
Cc1cc(C)nc(NS(=O)(=O)c2ccc(NC(=S)NC(=O)C(C)C)cc2)n1	2%
Cc1ccc(OCCNC(=O)c2cc(=O)[nH]c3ccccc23)cc1	-1%
CC(NCc1ccccc1Cl)C(=O)Nc1ccc(S(=O)(=O)N2CCCC2)cc1 (stereo not drawn)	4%
O=C1/C(=C/c2ccc(F)cc2)CCC1C1CCCC1 (stereo not drawn)	-1%
Cn1cccc1/C=N/NC(=O)c1cccc(OC(F)(F)C(F)F)c1	13%
CC(NC(=O)C(=O)NCC1CCCO1)c1ccccc1 (stereo not drawn)	19%
COc1ccc(C2CC(O)(c3ccccc3)Oc3c(C)ccc(C)c32)cc1 (stereo not drawn)	19%[57.5 µM]
CCC(C)NC(=S)NNC(=O)c1ccc(C(C)(C)C)cc1 (stereo not drawn)	8%

Some of these compounds in order of the ERK EGF block value, smallest number first:
SMILES	ERK EGF block
O=C1/C(=C/c2ccc(F)cc2)CCC1C1CCCC1 (stereo not drawn)	-1%
O=C(CNC(=O)c1cccc(F)c1)N/N=C/c1ccc(O)c([N+](=O)[O-])c1	1%
COC(=O)c1ccc(NC(=O)COc2ccc(S(=O)(=O)NC(C)(C)C)cc2)cc1	3%
Cc1cc(C)c(NC(=O)c2cn3c4c(c(N5CCN(C)CC5)c(F)cc4c2=O)OCC3C)c(C)c1 (stereo not drawn)	6%
Cn1cccc1/C=N/NC(=O)c1cccc(OC(F)(F)C(F)F)c1	13%

(cont.)
SMILES	ERK EGF block
CCOC(=O)c1cn(Cc2ccc(Cl)cc2Cl)c2cc(C)nn2c1=O	3%[57.5 µM]
COc1ccc(NC(=O)CCS(=O)(=O)c2ccccc2)c(OC)c1	1%
COCCn1cc(C(=S)N2CCCCC2)c2ccccc21	-11%
O=C(CSc1nc2ccccc2c(=O)n1CC1CCCO1)NCc1ccc2c(c1)OCO2 (stereo not drawn)	-1%
O=C(NCCCn1ccnc1)/C(=C\c1cccs1)NC(=O)c1ccccc1	-2%
CCOc1ccc(CNC2CCCc3ccccc32)cc1 (stereo not drawn)	-1%
CN1CCC(C2(O)c3ccccc3CSc3sccc32)CC1 (stereo not drawn)	9%
COc1cccc(-c2nn(-c3ccccc3)cc2/C=C(/NC(=O)c2ccccc2)C(=O)O)c1	11%[57.5 µM]
CC(C)(CNC(=O)c1sc2cc(F)ccc2c1Cl)N1CCOCC1	-3%
Nc1c(C(=O)c2ccc(Br)cc2)oc2ccccc12	-2%
Cc1[nH]c2ccccc2c1C(=O)COC(=O)c1cccc(S(=O)(=O)N2CCCCC2)c1	-4%
O=c1c2ccccc2nnn1Cc1ccccc1Cl	-6%
O/N=C/c1ccc2ccccc2c1	5%
CCn1c(-c2ccccc2)csc1=Nc1ccc(S(=O)(=O)O)cc1	-2%
CCOC(=O)c1cnc2c(-c3ccc(F)cc3)cnn2c1C(F)(F)F	-1%
CC(=O)c1ccc(N2CCCCC2)c(F)c1	5%
CCNC(=O)c1cc(Cl)ccc1OC	2%
CN(C)S(=O)(=O)c1cccc(NC(=O)c2ccc(OC(F)(F)F)cc2)c1	0%
CCC(CC)C(=O)Nc1cccc(C(=O)NC(C)(C)C)c1	2%
Cc1ccc2[nH]c(=O)c(CN(Cc3ccco3)C(=O)N3CCOCC3)cc2c1	-2%
FC(F)(F)c1ccccc1-n1c(-c2cnccn2)n[nH]c1=S	-8%[57.5 µM]
S=C(Nc1ccc(Br)cc1)N1CCn2cccc2C1c1cccnc1 (stereo not drawn)	-1%
CC(C)c1ccc(/C=C(/C#N)c2nnc(NC(=O)c3ccccc3)s2)cc1	5%
COc1ccc(N2C(=O)CC(NNc3nc4ccccc4s3)C2=O)cc1 (stereo not drawn)	3%[57.5 µM]
O=C(Nc1ccc(F)c([N+](=O)[O-])c1)C(=O)c1c(O)[nH]c2ccccc12	1%
Cc1cc(C)c2c(N)c(C(=O)N3CCc4ccccc4C3)sc2n1	5%
c1ccc2oc(NC3=NCN(C4CCCCC4)CN3)nc2c1	-11%[57.5 µM]
Nc1nc(NCC2CCCO2)nc(Nc2ccccc2F)c1[N+](=O)[O-] (stereo not drawn)	7%[57.5 µM]
CS(=O)(=O)Nc1cccc2[nH]ncc12	-4%
COc1cc(CNc2ccc(N3CCN(C(C)=O)CC3)cc2)ccc1OCc1ccccc1	2%
CCCC1CC(C(=O)N[C@H](C(C)O)C2OC(SC)[C@@H](O)C(O)C2O)N(C)C1 (stereo partly drawn)	-2%
COc1ccc(C2N(c3ccccc3)C(=S)N3CCCN23)cc1 (stereo not drawn)	18%
COCC(=O)N1CCC2(CCCN(c3cccc(-c4ccccc4)c3)C2)CC1	-1%
C/C(=N\NC(=O)c1ccoc1C)c1ccccc1	4%[57.5 µM]
CN(CC(=O)Nc1ccccc1[N+](=O)[O-])Cc1ccc(Br)cc1	10%
COc1ccc(Cc2nc(-c3ccc(-n4cccc4)cc3)no2)cc1	5%
O=[N+]([O-])c1ccc(C2CNC(c3ccccc3)O2)cc1 (stereo not drawn)	-2%
COc1cc(OC)cc(C(=O)NCC(=O)OCC(=O)N2c3ccccc3NC(=O)C2(C)C)c1	0%
COc1cccc(NC(=O)Cn2c(=O)n(-c3ccccc3)c(=O)c3oc4ccccc4c32)c1	6%
COc1cccc(-c2ccc3ncnc(NC4CCNCC4)c3c2)c1	34%
CCOc1ccc(C(=O)NCC(=O)OCc2c(F)cccc2Cl)cc1OCC	7%
CCCOc1ccc(/C=C/C(=O)N2CCN(c3ccccn3)CC2)cc1	1%
CC(C)CCN1CCN(Cc2cccc3nonc23)CC1CCO (stereo not drawn)	-6%
O=c1[nH]c(-c2ccccn2)nc2sc(-c3ccccc3)cc12	10%
CC(=O)OCc1ccccc1Sc1ccccc1C(=O)NCc1ccccc1	8%[57.5 µM]
Cc1cc(=O)cc(C)n1-c1ccc(O)cc1	-2%
C=CCNC(=S)Nc1ccc2cn[nH]c2c1	-12%[57.5 µM]
O=C(NCC(=O)N(c1ccccc1)C(C(=O)NC1CCCCC1)c1cccnc1)c1cccs1 (stereo not drawn)	8%
O=C(NCCc1ccccc1)C(c1cccs1)N(C(=O)CCl)c1ccc(Cl)cc1 (stereo not drawn)	-4%
C#Cc1ccc([C@@H]2C=C(C(=O)NC3CC3)O[C@H](OCC)[C@H]2CCCO)cc1	-6%[57.5 µM]

Next part:
SMILES	ERK EGF block
Cc1[nH]n(-c2nc(-c3ccccc3)cc(=O)[nH]2)c(=O)c1CCO	5%
O=C1/C(=C/c2cccnc2)SC(=S)N1c1ccccc1	-4%
CCCCN(CC)Cc1ccc(CNC(=S)Nc2c(C)cc(C)cc2C)o1	-5%
Cc1ccc(S(=O)(=O)N(C)C(=O)NC(=O)NS(=O)(=O)c2ccccc2)cc1	-2%
O=c1c2[nH]c3ccccc3c2ncn1CCC1=CCCCC1	-6%[57.5 µM]
Cc1ccc(C(=O)NNC(=O)CCN2C(=O)C3CCCCC3C2=O)cc1 (stereo not drawn)	-8%
COc1cc2cc(CN(Cc3cccs3)C(=S)Nc3cccc(C)c3)c(=O)[nH]c2cc1OC	2%
COc1ccc(CN2CCNC(=O)C2CC(=O)NCCSc2nccn2C)c(OC)c1 (stereo not drawn)	-12%
CN(C)CCN(Cc1cc2cc3c(cc2[nH]c1=O)OCCO3)C(=S)NCC1CCCO1 (stereo not drawn)	-7%
CCN1CCN(Cc2ccc(NC(=O)c3ccc(C)c(NC(=O)C[C@@H]4NC(=O)[C@H](Cc5ccccc5)NC4=O)c3)cc2C(F)(F)F)CC1	-17%[57.5 µM]
CCCOc1ccc(Oc2nc(-c3ccncc3)nc3ccccc23)cc1	-2%[57.5 µM]
Cc1ccc(C(=O)NCCc2nnc(SCC(=O)Nc3nc(-c4ccccc4)cs3)n2C)cc1	0%
COc1ccc(CC(C#N)(CO)c2nc3ccccc3[nH]2)cc1 (stereo not drawn)	-9%
O=C(C[n+]1cc(-c2ccc(F)cc2)n2c1CCC2)c1cccs1	-9%[57.5 µM]
CCCC(C)C(=O)OCC(=O)NCc1ccc(OC)c(OC)c1 (stereo not drawn)	3%
CCOC(=O)/C(C#N)=C\C1=C(N2CCCC2)CC(C)(CC)OC1 (stereo not drawn)	2%
COc1ccc(NC(=O)CCCC2CCCCC2)cc1S(=O)(=O)N1CCCCC1	-5%
CN1CCN(S(=O)(=O)c2ccc(Oc3ccc(F)c(Cl)c3)nc2)CC1	-16%
COc1cc(C(=O)NCC(=O)N/N=C(C)\C=C\c2ccccc2)cc(OC)c1OC	-7%
CCCCN(CCCC)C(=O)C1(P(=O)(c2ccccc2)c2ccccc2)CCC1	-6%[57.5 µM]
COc1cccc(NC(=O)Cn2c(=O)n(-c3ccccc3)c(=O)c3sccc32)c1	-1%
CCCCCCCCCCCCCCCCCCOC[C@H](COP(=O)([O-])OCC[N+](C)(C)C)OC	10%&1%
CN(c1ccccc1)S(=O)(=O)c1cccc(NS(=O)(=O)c2ccc(/C=C/C(=O)O)cc2)c1	-2%
COc1ccc(CNC(=O)Cn2cncn2)cc1OC	1%
COc1ccc(-n2cnc3scc(-c4ccc(OC)c(OC)c4)c3c2=O)cc1	-2%
O=C(Nc1ccccc1)N1CCC2(CC1)CCN(C(=O)c1cccc(F)c1)CC2	11%
O=C(O)c1cc([N+](=O)[O-])ccc1NCc1ccccc1Cl	3%[57.5 µM]
COc1ccc(-n2c(=O)c(-c3ccc(Cl)cc3)nc3cncnc32)cc1	8%
CCOC(=O)c1[nH]c(C)c(C(=O)N2CCN(c3ccc(OC)cc3)CC2)c1C	-4%
Cc1ccc(-c2cc(C(=O)Nc3ccc(S(=O)(=O)Nc4ncccn4)cc3)[nH]n2)c(O)c1C	5%[57.5 µM]
O=C(OCc1cnc(Cl)s1)c1c(F)cccc1F	-7%
Cc1ccc(/C=N/NC(=O)c2cccc([N+](=O)[O-])c2)o1	-15%
CCN(Cc1cc(=O)n2ccsc2n1)Cc1nc2cc(OC)c(OC)cc2c(=O)[nH]1	?
COC(=O)N/N=C/c1cccc(OC(=O)c2ccc3c(c2)OCO3)c1	-1%[57.5 µM]
CN(NC1OC(=O)c2ccccc21)c1ccc(C(F)(F)F)cc1[N+](=O)[O-] (stereo not drawn)	-10%[57.5 µM]
CC1CC(=O)N(C)c2ccc([N+](=O)[O-])cc2N1 (stereo not drawn)	1%
Cn1cc(Br)c(C(=O)NNC(=O)Nc2ccccc2C(F)(F)F)n1	-1%
COc1ccccc1/C=C\C=N\NC(=O)CCn1nnc2ccccc21	-15%

Among those listed so far, these have a furan ring, fused or not:
SMILES	ERK EGF block
COc1cc([N+](=O)[O-])ccc1-c1ccc(C(=O)Nc2ccc(NC(C)=O)cc2)o1	1%
Nc1c(C(=O)c2ccc(Br)cc2)oc2ccccc12	-2%
Cc1ccc2[nH]c(=O)c(CN(Cc3ccco3)C(=O)N3CCOCC3)cc2c1	-2%
C/C(=N\NC(=O)c1ccoc1C)c1ccccc1	4%[57.5 µM]
COc1cccc(NC(=O)Cn2c(=O)n(-c3ccccc3)c(=O)c3oc4ccccc4c32)c1	6%
CCCCN(CC)Cc1ccc(CNC(=S)Nc2c(C)cc(C)cc2C)o1	-5%
Cc1ccc(/C=N/NC(=O)c2cccc([N+](=O)[O-])c2)o1	-15%
